D1 potentiator = Potentiators of Human D1 Dopamine Receptor: qHTS | D(1A) dopamine receptor (Homo sapiens), P21728 | HEK293 TREx D1 cells, calcium flux, dopamine EC20 potentiation | potentiation, % at 10 µM | 360,000 compounds, 0.036% hits | AID 504651, 2011; in the data active = potentiation above about 30%; note: 0% is about no effect
D2 agonist = HTS Assay for Allosteric Agonists of the Human D2 Dopamine Receptor: Primary Screen for Agonists | D(2) dopamine receptor (Homo sapiens), P14416 | activation, % at 2 µM | HEK293 T-REx D2 cells, calcium flux agonist mode | 340,000 compounds, 0.53% hits;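 active = activation over 3 SD above normal in the single-dose calcium agonist read, cut at about 30% in these data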; note: 0% is about no effect
Target sequence (P14416 whole entry, looked up): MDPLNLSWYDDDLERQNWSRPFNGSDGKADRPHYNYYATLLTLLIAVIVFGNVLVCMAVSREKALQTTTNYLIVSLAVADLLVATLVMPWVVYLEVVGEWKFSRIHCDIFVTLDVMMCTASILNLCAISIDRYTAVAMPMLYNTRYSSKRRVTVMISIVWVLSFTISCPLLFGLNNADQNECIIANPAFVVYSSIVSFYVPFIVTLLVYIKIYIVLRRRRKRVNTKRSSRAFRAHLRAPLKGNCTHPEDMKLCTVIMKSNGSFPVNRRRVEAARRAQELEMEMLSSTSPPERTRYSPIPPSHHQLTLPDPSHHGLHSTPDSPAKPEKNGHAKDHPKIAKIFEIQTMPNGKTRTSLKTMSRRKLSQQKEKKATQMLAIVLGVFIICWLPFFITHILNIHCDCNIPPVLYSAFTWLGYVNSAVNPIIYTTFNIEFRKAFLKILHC
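Calcium-flux readout, 1 cycle/sec over 180 s following compound pin transfer, in inducible HEK293 Trex D2 cells (force-coupled); dopamine controls included. Positive calcium responses during this window marked compounds as potential agonists.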
RXFP1 ag = qHTS Assay for Agonists of the Relaxin Receptor RXFP1; HEK293T-RXFP1 cAMP TR-FRET, 30 min; response scale: percent of porcine relaxin response, buffer zero; Potency, µM (highest dose often 57.5 µM), without a hit: top-dose activation, hits mostly activators; 370,000 compounds, 0.3% hits; active = well fitted activation curve with a large enough effect; note: potency is the fitted concentration of half-maximal effect; % is set by controls: 0 for no effect and ±100 for the full control effect; nearly all actives have a fitted effect of over 60% in size; many of its hits are not listed in these tables
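Agonist response is measured as cAMP accumulation in an RXFP1-transfected HEK293T line under PDE4 inhibition. Values are scaled between buffer-only and 29 nM porcine relaxin, and EC50s come from standard Hill equation fits.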
RXFP1 antag = qHTS Assay for Antagonists of the Relaxin Receptor RXFP1; 350,000 compounds, 0.59% hits; AID 1259400, 2018; HEK293-RXFP1, relaxin-stimulated cAMP HTRF, 30 min; stronger effect = lower value; activity change, negative = inhibition, % at 57.5 µM;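 active = activity change of -60% or lower, but not beyond a set lower limit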; note: % is set by controls: 0 for no effect and ±100 for the full control effect
D1 antag = Antagonist of Human D 1 Dopamine Receptor: qHTS; HEK293 TREx D1 cells, calcium flux, dopamine EC80; stronger effect = lower value; D(1A) dopamine receptor (Homo sapiens), P21728; activity change, negative = inhibition, % at 10 µM; AID 504652, 2011; 360,000 compounds, 3.2% hits; in the data active = activity change below about -30%; note: % is set by controls: 0 for no effect and ±100 for the full control effect
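Kinetic fluorescence of a calcium dye serves as the read-out. D1-expressing Hek293 Trex cells, induced overnight at 30 C, are exposed to compound for 180 s before an EC80 dopamine addition, then read 180 s further.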
D1 ag = Allosteric Agonists of the Human D1 Dopamine Receptor: qHTS; D(1A) dopamine receptor (Homo sapiens), P21728; HEK293 T-REx D1 cells, calcium flux, agonist mode; activation, % at 2 µM; 360,000 compounds, 1% hits; AID 504660, 2011; in the data active = activation above about 30%; note: 0% is about no effect
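Tetracycline-induced HEK293 TREx D1 cells, force-coupled to calcium signalling, were dye-loaded with a no-wash calcium kit. Compound was pin-added after a 10 s baseline. Fluorescence was read kinetically at 1 cycle/s for 180 s, with calcium rises flagged as agonism.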
D2 antag = HTS Assay for Allosteric Antagonists of the Human D2 Dopamine Receptor: Primary Screen for Antagonists; D(2) dopamine receptor (Homo sapiens), P14416; HEK293 TREx D2 cells, calcium flux, dopamine EC80; inhibition, % at 10 µM; 340,000 compounds, 2% hits; in the data active = inhibition above about 30%; note: 0% is about no effect
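Inhibition of EC80 dopamine-driven calcium flux, recorded kinetically, defines activity here; cells are a tetracycline-induced HEK293 T-REx line expressing force-coupled D2.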
D2 potentiator = HTS Assay for Positive Allosteric Modulators of the Human D2 Dopamine Receptor: Primary Screen for Potentiators; D(2) dopamine receptor (Homo sapiens), P14416; HEK293 T-REx D2, calcium flux, EC20 dopamine potentiation; potentiation, % at 10 µM; 340,000 compounds, 0.34% hits; AID 485347, 2010;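 active = potentiation over 3 SD above the plate norm, cut at about 30% in these data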; note: 0% is about no effect
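Calcium flux readout, no-wash dye, 1 read/s. Inducible HEK293 Trex D2 line, overnight 30 C. Compound alone 180 s (agonist flags), then EC20 dopamine, another 180 s to score potentiation.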
TRHR PAM = qHTS for Small Molecule Agonists and Allosteric Enhancers of Human TRH Receptor: Primary Screen for Enhancers | Thyrotropin-releasing hormone receptor (Homo sapiens), P34981 | enhancement, % at 2 µM | 360,000 compounds, 0.66% hits | TRHR cells, fluo-8 calcium fluorescence, EC20 TRH enhancement; in the data active = enhancement above about 30%; note: 0% is about no effect
Target sequence (P34981 whole entry, looked up): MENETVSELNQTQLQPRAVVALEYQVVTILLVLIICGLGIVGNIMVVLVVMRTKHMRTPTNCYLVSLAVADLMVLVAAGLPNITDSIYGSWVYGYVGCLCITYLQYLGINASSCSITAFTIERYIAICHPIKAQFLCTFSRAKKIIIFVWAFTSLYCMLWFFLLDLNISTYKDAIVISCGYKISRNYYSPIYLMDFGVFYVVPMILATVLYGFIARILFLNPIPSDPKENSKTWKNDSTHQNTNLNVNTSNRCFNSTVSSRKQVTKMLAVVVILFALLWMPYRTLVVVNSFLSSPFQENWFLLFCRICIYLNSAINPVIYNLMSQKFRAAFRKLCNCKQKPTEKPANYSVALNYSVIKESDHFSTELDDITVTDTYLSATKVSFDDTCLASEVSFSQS
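TRHR-expressing cells loaded with fluo-8 calcium dye were read kinetically (ex 480/em 530) during compound addition, then stimulated with an EC20 of TRH (10 nM final). Enhancement of the Gq-mediated intracellular calcium response was scored.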
An asterisk follows results filed as active; · = not tested or not shown; & = joins results of further samples.

SMILES | D1 potentiator | D2 agonist | RXFP1 ag | RXFP1 antag | D1 antag | D1 ag | D2 antag | D2 potentiator | TRHR PAM
CCC/C(=N\NC(=O)c1ccc(OC)c(OC)c1)c1ccccc1 | -2 | 1.2 | 1.2% | 2 | 0 | 1 | -17 | 10 | 3
O=C(C(=O)N1CCN(C(=O)c2ccco2)CC1)c1c[nH]c2ccccc12 | 0 | 0.3 | 0.6% | 4 | 11 | 2 | -3 | -6 | -3
CC(C)CCSc1nc2c(c(=O)n(C)c(=O)n2C)n1Cc1ccccc1Cl | 2 | -0.1 | -0.2% | -5 | 7 | 0 | · | -5 | 4
COc1ccc(CCNC(=O)CN(c2ccc(OC)cc2)S(C)(=O)=O)cc1 | 4 | -0.6 | 1.0% | -1 | 6 | 1 | 4 | -4 | 5
O=C(Cc1cccs1)Nc1ccc(C(=O)O)cc1 | -1 | 0.8 | 0.4% | -8 | -2 | 5 | -6 | -3 | 2
CCOC(=O)c1[nH]c2ccccc2c1NC(=O)Nc1ccc(OC)cc1 | -2 | 1.5 | -0.5% | -13 | 2 | 1 | -17 | 2 | -7
CCOCCCn1c(SCC(=O)NCc2ccco2)nc2c(sc3ccccc32)c1=O | 9 | 0.2 | -1.7% | -5 | -10 | 5 | -7 | 8 | -8
Oc1cccc(-c2nc3ncccn3c2Nc2cccc(C(F)(F)F)c2)c1 | 1 | -0.2 | 5.0% | · | -12 | 2 | · | 16 | 7
COc1ccc(CNC(=O)C2CCC(CNS(=O)(=O)c3ccc(C)cc3)CC2)cc1 (stereo not drawn) | -5 | 0.6 | -0.2% | -8 | 10 | 2 | 15 | 2 | -2
Cc1cc(NC(=O)c2c(Br)cnn2C)no1 | 4 | 1.1 | 1.4% | -3 | 1 | 3 | 7 | 2 | 0
COC(=O)C1=C(C)N=C2SC(C)C(=O)N2C1c1ccc(C(=O)OC)cc1 (stereo not drawn) | -9 | 1.0 | 3.1% | -2 | 0 | 4 | -5 | 13 | 10
CC(=O)NN1C(=O)/C(=C\c2ccc(Cl)cc2)SC1=S | 0 | 0.7 | 0.0% | -37 | -5 | 1 | 8 | -14 | -7
CCCOc1cccc(C(=O)NCCCNC(=O)c2cccnc2)c1 | -5 | -1.3 | -1.6% | -3 | -5 | 0 | -3 | 17 | -3
Cc1nc2ccc(NC(=O)c3ccc(S(=O)(=O)N(C)C)cc3)cc2s1 | 4 | 0.9 | 4.3% | -2 | -5 | 6 | 16 | 1 | -5
Cc1ccc2c(c1)c1c(n2C)C(C(N)=O)CCC1 (stereo not drawn) | -6 | 0.1 | -0.7% | 4 | -7 | 2 | 1 | 4 | -1
COc1cc(NC(=S)N2CCN(Cc3ccccc3)CC2)cc(OC)c1 | 0 | -0.7 | -1.0% | -8 | 8 | 3 | 0 | 0 | 18
CCOc1ccccc1N(CC(=O)Nc1ccc(S(=O)(=O)N2CCOCC2)cc1)S(=O)(=O)c1ccc(Cl)cc1 | -1 | 0.0 | 7.1% | -1 | -4 | 1 | 11 | -2 | -2
Cc1ccc(NC(=O)N2CCC(NC(=O)C(C)(C)C)CC2)cc1 | -3 | · | 1.5% | -19 | 30 | 1 | · | 11 | 7
O=[N+]([O-])c1cccc(-c2cc3cccc[n+]3cc2-c2cccc([N+](=O)[O-])c2)c1 | -4 | 2.6 | 27% | 9 | -4 | 8 | 6 | -2 | 5
O=C(Nc1cccnc1Cl)c1cc(-c2ccccc2O)on1 | -7 | 0.1 | -0.1% | -17 | 1 | 3 | 6 | -2 | -3
C=CCn1c(=NC(=O)c2ccco2)sc2cc(C(=O)OC)ccc21 | -1 | -0.9 | 6.6% | 7 | -3 | 1 | 9 | 9 | 1
Cc1ccc(S(=O)(=O)N2CCCCC2)cc1NC(=O)COC(=O)Cc1c(F)cccc1Cl | -3 | -1.4 | -0.5% | 18 | -5 | 1 | -13 | -6 | 3
O=S(=O)(NCc1ccc(F)cc1)c1ccccc1Br | 0 | 0.5 | 0.4% | · | -23 | -2 | -23 | 7 | -8
Nc1ncnc2c1ncn2[C@H]1C[C@H](O)[C@@H](COP(=O)(O)O)O1 | -2 | · | 2.7% | · | -7 | 2 | · | · | 6
NC(=O)C1(N2CCCCC2)CCN(C2CC(=O)NC2=O)CC1 (stereo not drawn) | 2 | 0.8 | 1.9% | -2 | 3 | 0 | 19 | -8 | 1

Some of these compounds in order of their number in RXFP1 antag, ascending.
SMILES | D1 potentiator | RXFP1 ag | RXFP1 antag | D1 antag | D1 ag | D2 antag | D2 potentiator | TRHR PAM
O=C(Nc1cccnc1Cl)c1cc(-c2ccccc2O)on1 | -7 | -0.1% | -17 | 1 | 3 | 6 | -2 | -3
NC(=O)C1(N2CCCCC2)CCN(C2CC(=O)NC2=O)CC1 (stereo not drawn) | 2 | 1.9% | -2 | 3 | 0 | 19 | -8 | 1
CCC/C(=N\NC(=O)c1ccc(OC)c(OC)c1)c1ccccc1 | -2 | 1.2% | 2 | 0 | 1 | -17 | 10 | 3
Cc1ccc(S(=O)(=O)N2CCCCC2)cc1NC(=O)COC(=O)Cc1c(F)cccc1Cl | -3 | -0.5% | 18 | -5 | 1 | -13 | -6 | 3

(further entries)
SMILES | D1 potentiator | D2 agonist | RXFP1 ag | RXFP1 antag | D1 antag | D1 ag | D2 antag | D2 potentiator | TRHR PAM
COc1cccc(CCNc2ncnc3c2nnn3C)c1 | 2 | 0.5 | 17% | 5 | · | 12 | · | 16 | -1
COc1ccc(OCCn2cc(/C(N)=N/O)c3ccccc32)cc1 | -10 | 1.0 | -1.1% | -11 | -7 | 6 | 5 | 2 | 9
Cc1ccc(/C=N/NC(=O)Cc2ccc(Cl)cc2)s1 | 6 | -1.6 | 0.0% | 8 | 17 | 4 | -17 | 5 | -2
O=C(OC1CCOC1=O)c1cc(-c2ccc(Cl)cc2)nc2ccccc12 (stereo not drawn) | 3 | 0.0 | 3.2% | 1 | 9 | 1 | -14 | 24 | -1
Cn1c(=O)[nH]c(=O)c2c1nc(N1CCN(C(c3ccccc3)c3ccccc3)CC1)n2CCO | 8 | -0.6 | 0.2% | -3 | 9 | 6 | -14 | 4 | -1
COC(=O)CNC(=O)c1ccc(NS(=O)(=O)c2cc([N+](=O)[O-])ccc2Cl)cc1 | -2 | 0.3 | -1.3% | 1 | -4 | 2 | 25 | 2 | 3
CCCCn1c(NC(=O)c2ccccc2)c(C#N)c2nc3ccccc3nc21 | -1 | 6.9 | 5.8% | -9 | -4 | 35* | 38* | 0 | -11
COC(=O)c1ccccc1NC(=O)c1cc2nc(-c3ccc(OC)cc3)cc(C(F)(F)F)n2n1 | -4 | 0.4 | -2.8% | · | -3 | 21 | · | -7 | -2
O=C(O)Cc1ccc(NC(=O)CCN2C(=O)c3ccc([N+](=O)[O-])cc3C2=O)cc1 | -5 | 0.7 | 1.5% | -1 | -19 | 2 | -24 | -4 | -3
COc1ccccc1CCNC(=O)C(=O)NCC1OCCN1S(=O)(=O)c1cc(F)ccc1F (stereo not drawn) | -5 | -0.2 | 1.8% | 4 | -5 | 3 | -11 | 6 | 6
Cn1c(=O)n(C)c2cc(NS(=O)(=O)c3ccc(F)cc3)ccc21 | -6&-3 | 0.0&0.0 | 0.5%&-1.8% | 8&-14 | -6 | 4&12 | -8 | 16&8 | -5&-3
CC1CC(C)CN(C(=O)C2CCN(S(=O)(=O)N3CCC4(CC3)OCCO4)CC2)C1 (stereo not drawn) | -4 | 0.1 | 1.3% | 9 | -13 | 6 | 1 | -5 | -7
Cc1ccc(S(=O)(=O)N2CCCCC2)cc1C(=O)Nc1cccnc1 | 4 | 0.5 | -0.3% | -21 | 10 | 1 | 5 | -2 | -6
COc1ccccc1CNC(=O)COC(=O)c1cc(-c2ccco2)nc2ccccc12 | -4 | -0.3 | 2.0% | -12 | · | -1 | -3 | 17 | 3
CCOC(=O)Cn1cc(/C=N/NC(=O)CC#N)c2ccccc21 | -6 | 0.0 | -0.6% | -6 | -16 | 3 | 29 | 5 | -4
CN(C)c1cc[n+](CC(=O)Nc2ccc(Cl)cc2)cc1 | -8 | · | 0.3% | 7 | 13 | 6 | · | · | -6
Cc1cc(C)n(-c2ccc(Cl)c(C(=O)OCC(=O)N3CCCCC3C)n2)n1 (stereo not drawn) | -6 | 17 | 2.0% | -11 | -1 | 2 | -12 | -5 | 16
C=CCNC(=S)N/N=C(\C)c1cccnc1 | -6 | 1.5 | 2.9% | 0 | · | 0 | -17 | 10 | -3
NC(=O)c1nn(-c2ccccc2)nc1NC(=O)CN1CCCCC1 | 0 | -0.2 | -0.4% | 5 | -17 | 0 | -10 | 0 | -3
COc1ccc(CN2C(=NC(=O)C3CCCO3)SC3CS(=O)(=O)CC32)cc1OC (stereo not drawn) | -1 | 0.2 | 1.3% | 11 | 4 | 1 | -4 | 13 | 4
CC(NC(=O)c1cccc(S(=O)(=O)N(C)C)c1)C1CC2CCC1C2 (stereo not drawn) | 1 | -2.2 | -3.6% | 6 | 4 | 4 | -13 | 3 | 10
CC(C)Nc1nc2c(c(=O)n(C)c(=O)n2C)n1C | 2 | 1.3 | 24% | -4 | -4 | 0 | -17 | 1 | 4
COc1cccc(CC(NC(C)=O)C(=O)NC2CCN(c3ncccc3[N+](=O)[O-])CC2)c1 (stereo not drawn) | 2 | -1.7 | -0.4% | · | -3 | 1 | -20 | 1 | 0
CC(C)[C@]1(c2ccccc2)ON(c2ccccc2C(F)(F)F)C1=O | 8 | -0.4 | 3.0% | · | · | 0 | -6 | 5 | -4
COc1ccc(C)cc1NC(=O)CCc1c(C)nn(-c2ccc(N3CCOCC3)nn2)c1C | -3 | 0.4 | 0.2% | · | -26 | 0 | · | -8 | -12
COc1ccc(C2CC(c3ccccc3)=NN2C(=O)CSc2ncn[nH]2)cc1 (stereo not drawn) | 6 | 0.3 | 3.2% | 2 | 4 | 3 | 2 | 1 | -2

Quoted at random: 2 entries already listed
SMILES | D1 potentiator | D2 agonist | RXFP1 ag | RXFP1 antag | D1 antag | D1 ag | D2 antag | D2 potentiator | TRHR PAM
COc1ccc(OCCn2cc(/C(N)=N/O)c3ccccc32)cc1 | -10 | 1.0 | -1.1% | -11 | -7 | 6 | 5 | 2 | 9
COc1ccc(C2CC(c3ccccc3)=NN2C(=O)CSc2ncn[nH]2)cc1 (stereo not drawn) | 6 | 0.3 | 3.2% | 2 | 4 | 3 | 2 | 1 | -2

Screening data deposited in PubChem by National Center for Advancing Translational Sciences (NCATS).

This is a subset; the hit share may differ from the screen's.
